Screens: PubChem BioAssay, Broad Institute
PAX8 inh HTS: PAX8 transcriptional activity inhibition; AID 652154; RMG-I TPO-luciferase reporter, SteadyGlo, 24 h; inhibition, % at 12.6 µM; actives 1.2% (n = 360,000);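 active = mean replicate inhibition at least 60% with every replicate also reaching 60%; inconclusive = only one of the two criteria is met; inactive = mean below 60% and not all replicates reaching 60%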;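 note: luciferase light reporting Pax8 driven TPO promoter activity; plate controls were median of neutral control wells for no effect and mitoxantrone controls for full effect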
miR-122 sensor: inhibitors of miR-122 in Huh7 cells; activation (reporter increase), % at 12.5 µM; AID 602342; actives 0.3% (n = 340,000); Huh7 miR-122 Renilla luciferase sensor, 48 h; neutral wells = 0, positive control = 100;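 active = mean replicate activation score at least 90 and every replicate individually at or above 90; inconclusive = only one of the two criteria met; inactive = neither criterion met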;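 note: higher luciferase means less miR-122 activity so hits act as miR-122 inhibitors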
DENV2 CPE rescue: inhibitors of DENV2 cytopathic effect; DENV2-infected cells, cytopathic effect rescue, plate reader; actives 1.7% (n = 350,000); AID 651640; CPE inhibition, % at 9.99 µM; in the data active = CPE inhibition above about 20%, passing the limit was not always enough; inconclusive = no clear call, values can overlap the other calls; tested in BHK-21 cells;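 note: 0% = median of neutral control wells and 100% = median of positive control wells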
F508del corr: CFTR F508del correction in bronchial cells. CFBE cells, YFP halide quenching; stimulated with forskolin plus potentiator P3; % fluorescence drop versus neutral controls. activity (quench increase), % at 7.58 µM. actives 0.36% (n = 350,000). AID 720511;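 active = mean added fluorescence quench of at least 8% versus neutral control, with both replicates also reaching 8%; inconclusive = only one of the mean or replicate conditions met; inactive = mean below 8% and not both replicates reaching 8%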;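 note: cells transiently co-express mutant CFTR-F508del with the halide-sensitive YFP; corrector assay measuring rescue of mutant channel to the surface after 24 h compound exposure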
EWS-Fli inh: inhibitors of EWS/Fli oncoprotein transcriptional activity. A673 NR0B1-luciferase reporter, viability-normalised. inhibition, % at 12.6 µM. actives 0.67% (n = 350,000);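 active = mean inhibition of at least 50% after viability correction, with every replicate also passing that limit; inconclusive = mean reaches 50% but only one of two replicates passes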;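 note: firefly luciferase signal divided by Alamar Blue viability fluorescence both relative to DMSO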
INS-1E GSIS act: GLuc luminescence reporter in INS-1E cells, primary screen for activators of glucose-dependent secretion of insulin. INS-1E GLuc reporter insulin secretion, 2-3 h. activation, % at 16.6 µM. actives 0.61% (n = 370,000);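 active = lowest replicate activation of at least 40%, so every replicate reaches that level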;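 note: 0% = median of neutral control wells and 100% = median of IBMX positive control wells; some compounds called inactive have numbers as strong as hits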
FN deposition inh: fibronectin deposition inhibition; inhibition, % at 12.6 µM; AH1F fibroblasts, Alexa488-fibronectin deposition fluorescence, overnight; actives 0.086% (n = 350,000); AID 743247;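 active = mean inhibition across replicates of 30% or more, regardless of how many single replicates reach that level; inconclusive = mean under 30% yet at least half of replicates reach 30%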;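 note: positive control wells lacked labelled fibronectin entirely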
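Assay system: AH1F fibroblast monolayer, labelled fibronectin deposition. Amount: 10000 cells per well. Also added: labelled fibronectin 24 nM. Compound: single-point pinned compound. Incubation: cell attachment 1 h, compound and FN exposure overnight. Detection: fluorescence after three HBSS washes, excitation 485 nm, emission 525 nm. Read-out: inhibition of fibronectin deposition signal.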
Starred values were filed as active, the others as inactive; ? = inconclusive; . = no result given; & = joins results of further samples; [ ] = dose if it differs, or a comment.

Results follow in this order: DENV2 CPE rescue, PAX8 inh HTS, miR-122 sensor, F508del corr, FN deposition inh, EWS-Fli inh, INS-1E GSIS act
c1ccc(-n2nnc(-c3nccs3)n2)cc1
  ?, -111, 4, -1.2, -13, -41, 7
C/C(CC(=O)Nc1ccc(Cl)cc1C(F)(F)F)=N\NC(=O)c1cccs1
  3, 0, -22, 1.1, -14, -12, -4
CC(=O)Nc1nn(C)c2nc(C)cc(C)c12
  1, 8, ., -1.4, -5, 4, 9
COc1cc(C(=O)Nc2ccc(OCC(=O)N3CCOCC3)cc2C)cc(OC)c1OC
  0, -3, ., 0.2, 7, 3, 4
CCC(=O)Nc1ccc2c(c1)C(=O)N(C)C[C@H](OC)[C@H](C)CN(C(=O)C1CC1)[C@@H](C)CO2
  5, 7, ., 0.3, 2, -4, -2
COc1ccccc1N1CCN(C(=O)C2CCN(S(=O)(=O)c3ccc4c(c3)CC(C)N4C(=O)C3CC3)CC2)CC1 (stereo not drawn)
  -2, 27, -15, -1.4, 4, 1, 7
O=C(C=Cc1ccc(Cl)s1)c1ccc(Cl)s1
  -7, -21, ., 2.6, 7, -8, -17
CCc1nc2ccccc2c(=O)n1/N=C/c1ccc(OC)cc1
  1, -14, ., -2.8, -5, -6, 9
C[C@@H]1CN([C@@H](C)CO)C(=O)c2cccc(NC(=O)c3ccncc3)c2O[C@@H]1CN(C)C(=O)Nc1ccccc1
  14, -12, -3[16.7 µM], -4.4, ., -7, 22
CN(C)S(=O)(=O)c1cccc(NC(=O)c2cc(-c3cccs3)nn2-c2cccc(Cl)c2)c1
  ., 26, ., ., -8, ., 0
Cc1cccc(C)c1NC(=O)CSc1ncnc2nc[nH]c12
  -6, ., ., -0.3, ., 9, 4
CCOC(=O)CCC(=O)Nc1ccc(S(=O)(=O)N2CCC(C)CC2)cc1
  ., ., 0, ., 9, ., 6
CCOC(=O)[C@]12CCC=C1N(Cc1cccc3ccccc13)C(=O)[C@H](CC(=O)NCCCN1CCCC1=O)C2
  -8, -17, ., 0.2, 6, -11, -28
O=C(NC1CCCCC1)C(c1ccccc1)N(Cc1ccc2c(c1)OCO2)C(=O)c1cnsn1 (stereo not drawn)
  ., 11, 42, ., 1, ., .
C[C@@H]1CN([C@@H](C)CO)C(=O)c2cc(N(C)C)ccc2O[C@@H](C)CCCCO[C@@H]1CN(C)S(=O)(=O)c1cn(C)cn1
  1, -12, 2[16.7 µM], -2.8, -9, -17, -3

Some of these compounds in order of molar mass, high to low.
Results follow in this order: DENV2 CPE rescue, PAX8 inh HTS, miR-122 sensor, F508del corr, FN deposition inh, EWS-Fli inh, INS-1E GSIS act
C[C@@H]1CN([C@@H](C)CO)C(=O)c2cc(N(C)C)ccc2O[C@@H](C)CCCCO[C@@H]1CN(C)S(=O)(=O)c1cn(C)cn1
  1, -12, 2[16.7 µM], -2.8, -9, -17, -3
COc1ccccc1N1CCN(C(=O)C2CCN(S(=O)(=O)c3ccc4c(c3)CC(C)N4C(=O)C3CC3)CC2)CC1 (stereo not drawn)
  -2, 27, -15, -1.4, 4, 1, 7
C[C@@H]1CN([C@@H](C)CO)C(=O)c2cccc(NC(=O)c3ccncc3)c2O[C@@H]1CN(C)C(=O)Nc1ccccc1
  14, -12, -3[16.7 µM], -4.4, ., -7, 22
CN(C)S(=O)(=O)c1cccc(NC(=O)c2cc(-c3cccs3)nn2-c2cccc(Cl)c2)c1
  ., 26, ., ., -8, ., 0
O=C(NC1CCCCC1)C(c1ccccc1)N(Cc1ccc2c(c1)OCO2)C(=O)c1cnsn1 (stereo not drawn)
  ., 11, 42, ., 1, ., .
CCC(=O)Nc1ccc2c(c1)C(=O)N(C)C[C@H](OC)[C@H](C)CN(C(=O)C1CC1)[C@@H](C)CO2
  5, 7, ., 0.3, 2, -4, -2
COc1cc(C(=O)Nc2ccc(OCC(=O)N3CCOCC3)cc2C)cc(OC)c1OC
  0, -3, ., 0.2, 7, 3, 4
C/C(CC(=O)Nc1ccc(Cl)cc1C(F)(F)F)=N\NC(=O)c1cccs1
  3, 0, -22, 1.1, -14, -12, -4
Cc1cccc(C)c1NC(=O)CSc1ncnc2nc[nH]c12
  -6, ., ., -0.3, ., 9, 4
CCc1nc2ccccc2c(=O)n1/N=C/c1ccc(OC)cc1
  1, -14, ., -2.8, -5, -6, 9
O=C(C=Cc1ccc(Cl)s1)c1ccc(Cl)s1
  -7, -21, ., 2.6, 7, -8, -17
c1ccc(-n2nnc(-c3nccs3)n2)cc1
  ?, -111, 4, -1.2, -13, -41, 7
CC(=O)Nc1nn(C)c2nc(C)cc(C)c12
  1, 8, ., -1.4, -5, 4, 9

(further entries)
Results follow in this order: DENV2 CPE rescue, PAX8 inh HTS, miR-122 sensor, F508del corr, FN deposition inh, EWS-Fli inh, INS-1E GSIS act
CC(C)(C)OC(=O)NCCCC[C@H](NC(=O)c1[nH]cnc1C(=O)Nc1ccc(CNC(=O)OC(C)(C)C)cc1)C(=O)OC(C)(C)C
  -18, 110*, ., 1.4, 9, 39, -10
CC(=O)[C@H]1[C@H](CCc2ccccc2)NC(=O)N(Cc2ccccc2)[C@@H]1C
  1, 9, -5, -1.1, 16, -4, -17
COc1ccc(NC(=O)Nc2ccc3c(c2)CC(=O)N([C@H](C)CO)C[C@@H](C)[C@H](CN(C)C(=O)NC(C)C)O3)cc1
  6, -10, 2[16.7 µM], 0.4, ., -8, -7
O=C(O)c1cccc(CN2C(=O)c3ccccc3C2=O)c1
  15, -5, 6, -0.4, -12, -2, -8
O=C(NCCCN1CCOCC1)c1onc(CSc2nc3ccccc3[nH]2)c1C(=O)NCCCN1CCOCC1
  -4, -13, -5, 0.9, 3, 2, 2
COc1cccc(S(=O)(=O)N[C@H]2CC[C@@H](CC(=O)NC3Cc4ccccc4C3)O[C@H]2CO)c1
  1, 18, -2[16.7 µM], 0.2, -9, -3, -2
Cc1ccc(C(=O)N[C@H](C(=O)OCc2cc(=O)n3c(n2)sc2ccccc23)C(C)C)cc1
  -4, 3, ., ., -4, -11, .
O=S(=O)(NCC(c1ccc2c(c1)OCO2)N1CCOCC1)c1ccccc1 (stereo not drawn)
  2, -3, ., 0.9, ., 6, 6
O=C(CNC(=O)c1cccc(F)c1)NC1CC1
  -11, 4, -3, -1.2, 2, 6, 1
O=C(NCC(F)(F)F)[C@H]1[C@H](CO)[C@H]2Cn3c(cccc3=O)[C@H]2N1Cc1cccc(F)c1
  -3, -1, ., ., ., -4, 10
COc1ccc(/C(C)=N/NS(=O)(=O)c2cc(C)ccc2C)c(OC)c1
  4, 11, 44, -5.8, 15, 3, -18
COc1ccc(CCC(C)N2CCc3ccccc3C2)cc1 (stereo not drawn)
  6, 0, -16, 0.0, 6, 7, -4
COc1cccc(CN2CCN(Cc3cc4ccccc4o3)CC2CCO)c1 (stereo not drawn)
  1, 19, ., -0.5, 0, 14, -9
CC(=O)NCCc1nc2cc(NC(=O)c3ccccc3Cl)ccc2n1C
  -1, -52, -3, 1.6, 0, -17, 8
CCc1cnc(Nc2nc(C(N)Cc3ccc(F)cc3)cs2)nc1 (stereo not drawn)
  -7, 8, -2, 1.1, -3, 8, .
CCOC(=O)CCSc1nc(C(C)(C)C)cc(C(F)(F)F)c1C#N
  ., -20, 14, ., 4, ., .
COCCOC(=O)N1C(=O)[C@@]2(c3cc(C#CCC(C(=O)OC)C(=O)OC)ccc31)[C@H](C(=O)Nc1nc3ccccc3s1)[C@H]1C(=O)O[C@H](c3ccccc3)[C@H](c3ccccc3)N1[C@@H]2c1ccccc1OCCO
  2, -3, ., 0.0, ., -7, .
O=C(NC1CCS(=O)(=O)C1)c1cccc(Cl)c1 (stereo not drawn)
  3, ., -1, 0.3, 1, 1, -13
O=C(/C=C/c1cccc(C(F)(F)F)c1)N1CCN(c2ccccn2)CC1
  -1, 3, 5, -0.4, 0, 10, -12
Cc1sc2nc(CSCC(=O)N3CC(C)OC(C)C3)[nH]c(=O)c2c1C (stereo not drawn)
  -1, 9, -1, -1.1, 3, 1, 19
CC1CCN(C(=O)CN2C(=O)COc3ccc(Cl)cc32)CC1
  -5, 7, ., -0.5, -9, 7, 10
O=C(NNC(=O)c1cc(-c2ccncc2)nc2ccccc12)c1cccc(Cl)c1
  6, 45, 6, 1.0, 3, 7, -6
COc1cc(CNC2CCCCC2)c(Br)cc1OC1CCCC1
  -5, 15, -1, 1.4, -3, -8, -3
COc1ccc(S(=O)(=O)N(C)C[C@@H]2OCCCC[C@H](C)Oc3ccc(NC(=O)Nc4ccccc4)cc3C(=O)N([C@@H](C)CO)C[C@H]2C)cc1
  -7, 1, 1[16.7 µM], -3.7, 7, -4, -6
Cc1cc(C)cc(Oc2ccc(S(=O)(=O)N3CCN(C)CC3)cn2)c1
  -3, 4, ., 0.0, -3, -1, 13
COc1ccc(NS(=O)(=O)c2cc(OCC(N)=O)c(C)cc2Cl)cc1
  ., 9, ., ., -4, ., 2
Cn1cnc2cc(NCc3ccccc3O)ccc21
  -8, -7, 2, -1.0, -2, -74, 6
COc1ccc(NC(=O)Nc2cccc3c2O[C@H](CN(C)C(=O)NC(C)C)[C@@H](C)CN([C@@H](C)CO)C3=O)cc1
  1, -11, -3[16.7 µM], 0.0, 4, 6, 9
CCCCCN(C(=O)CCC(=O)OCc1cccc(C)c1)c1c(N)n(CCCC)c(=O)[nH]c1=O
  ?, -2, -5, -2.6, ., -1, -5
NC(=O)Nc1n[nH]c(-c2ccccc2)n1
  -1, -1, ., -2.1, 5, 5, 13
C[C@@H]1CN([C@H](C)CO)C(=O)CCCn2cc(nn2)CO[C@H]1CN(C)C(=O)Nc1ccc2c(c1)OCO2
  5&-5&3, 3&-23, -7, -2.4&-0.8&0.8, 5, -12&-3&-12, 10&0
C[C@H]1CN([C@@H](C)CO)C(=O)Cc2cc(N(C)C)ccc2O[C@@H]1CN(C)Cc1ccccc1
  -6, -17, 4[16.7 µM], -1.1, ., 0, .
O=C(C[n+]1cccc(/C=N/O)c1)NC(=O)Nc1ccccc1
  -7, -3, ., -2.2, 3, 2, 11
Cn1nc(C(F)(F)F)c(-c2ccccc2)c1NC(=O)CCC(=O)O
  0, -7, -9, -1.2, 2, 10, .
O=C(c1cc([N+](=O)[O-])cc([N+](=O)[O-])c1)N1CCN(Cc2ccc3c(c2)OCO3)CC1
  -1, 0, -4, -1.9, 9, 6, -9
C[C@@H](NC(=O)C[C@@H]1CC[C@@H](NC(=O)c2cccnc2)[C@@H](CO)O1)c1ccccc1
  3, -3, -4[16.7 µM], 4.5, -1, 7, -7
CO[C@@H]1CN(C)C(=O)c2cc(NC(=O)C3CCOCC3)ccc2OC[C@@H](C)N(C(=O)Nc2ccc(C(F)(F)F)cc2)C[C@H]1C
  8, 8, ., 1.3, 3, -6, -14
CCC(=O)N1C[C@@H](C)[C@@H](OC)CN(C)C(=O)c2ccc(NC(=O)c3ccccc3)cc2OC[C@@H]1C
  -2, -12, ., 1.5, 9, 5, -3
COc1cc(C(=O)N2CCN(C(=O)c3cccc4ccccc34)CC2)cc(OC)c1OC
  -9, -10, -3, 1.5, -6, 4, 11
CCC(=Cc1ccccc1OC)c1ccncc1
  -7, 19, -7, 6.3, -2, 18, 16
COc1ccc(S(=O)(=O)Nc2ccc3c(c2)C(=O)N([C@H](C)CO)C[C@@H](C)[C@@H](CN(C)CC2CCCCC2)O3)cc1
  3, -12, 1[16.7 µM], 2.7, ., -7, 4
